GLP-1R inv ag: acts as inverse agonist at human GLP-1 receptor. P43220. HEK293 GLP-1R CRE-luciferase, luminescence, 24 h; GLP-1R form is constitutively active. Potency, µM (top dose mostly 38.3 µM), inactives show top-dose activity change, negative = inhibition, usual class: inhibitors. 1.6% of 410,000 active. AID 624417; also: % is scaled to controls: 0 for no effect and ±100 for the full control effect; nearly all actives have a fitted effect of over 55% in size
Target sequence (P43220 whole entry, looked up): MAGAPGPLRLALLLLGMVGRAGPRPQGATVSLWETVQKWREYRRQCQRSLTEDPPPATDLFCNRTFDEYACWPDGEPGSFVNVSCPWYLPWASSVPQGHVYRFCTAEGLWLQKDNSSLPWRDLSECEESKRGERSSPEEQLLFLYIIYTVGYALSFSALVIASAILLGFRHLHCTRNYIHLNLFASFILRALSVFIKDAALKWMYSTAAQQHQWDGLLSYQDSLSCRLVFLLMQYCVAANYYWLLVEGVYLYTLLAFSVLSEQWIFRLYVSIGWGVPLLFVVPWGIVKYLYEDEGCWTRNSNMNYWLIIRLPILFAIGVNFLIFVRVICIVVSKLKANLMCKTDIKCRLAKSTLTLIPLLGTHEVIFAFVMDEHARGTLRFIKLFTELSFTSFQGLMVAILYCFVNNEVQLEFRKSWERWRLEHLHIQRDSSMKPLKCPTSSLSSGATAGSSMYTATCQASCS
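Using stably transfected HEK293 (constitutively active GLP-1R, cAMP-luciferase reporter), compounds were incubated 24 hr and luciferase measured by luminescence.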
SW480 rerep: inducers of DNA re-replication in SW480 colon cancer cells | SW480 DNA re-replication, Hoechst DNA content imaging, 48 h | 1.8% of 340,000 active | AID 624297 | Potency, µM (top dose mostly 46.1 µM), for the others: at the top dose re-replication activation, actives largely listed as activators; also: % of control where 0% means no effect; nearly all actives have a fitted effect of over 55% in size
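Compounds, transferred as 23 nL by pin tool, were incubated with cells for 48 hr; DNA content per nucleus was then quantified by Hoechst staining and fluorescence plate imaging.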
KB-V1 cytotox: kills drug-selected multidrug resistant KB-V1 cells. KB-V1 MDR cells viability, CellTiter-Glo, 72 h. 3.4% of 400,000 active. Potency, µM (series often up to 46.1 µM), for inactives: at the top dose activity change, negative = cytotoxicity, actives largely listed as cytotoxic; also: % is scaled to controls: 0 for no effect and ±100 for the full control effect; nearly all actives have a fitted effect of over 60% in size
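In this primary screen, KB-V1 cells overexpressing P-gp are incubated with library compounds (lowest to highest concentration) for 72 h at 37 degrees C before a luminescent ATP viability read.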
HT1080 IDH1KD tx: kills HT-1080 cells with IDH1 knockdown; HT-1080 IDH1 knockdown viability, ATP luminescence, 48 h; Potency, µM (titrated, usually from 46.1 µM), for the others: at the top dose activity, negative = toxicity, actives largely listed as cytotoxic; 2% of 360,000 active;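 also: 0% = DMSO wells and -100% = cell-free medium wells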
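% activity derives from luminescence (CellTiter-Glo), normalised to DMSO and no-cell wells. HT-1080-IDH1KD cells, 750/well, had 48 h compound exposure at 37 °C.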
TDP43 rescue: inhibitors of TDP-43 toxicity in yeast; TDP-43 expressing yeast growth rescue, BacTiter-Glo, 24 h; Potency, µM (series often up to 46.1 µM), for inactives: top-dose growth rescue (activation), usual class: activators; AID 652104; 1.8% of 410,000 active; also: % of control where 0% means no effect; nearly all actives have a fitted effect of over 50% in size
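Growth rescue of TDP-43-toxic yeast measured as ATP luminescence (BacTiter-Glo). Cells grown to mid-log in raffinose, induced in galactose at OD600=0.02, exposed to compound 24 hr at 30 deg C.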
KB-3-1 cytotox: kills parental KB-3-1 adenocarcinoma cells. 1.4% of 400,000 active. KB-3-1 viability, CellTiter-Glo ATP luminescence, 72 h. Potency, µM (series often up to 46.1 µM), for the others: at the top dose activity change, negative = cytotoxic, actives largely listed as cytotoxic; also: % is scaled to controls: 0 for no effect and ±100 for the full control effect; nearly all actives have a fitted effect of over 60% in size
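Cells are dispensed, compounds pinned in, plates held at 37 °C for 72 h, then CellTiter-Glo is added and luminescence read after 10 minutes. Cell line: parental KB-3-1 in phenol-red-free DMEM, 10% FBS.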
HEK293 tox: cytotoxicity counter-screen for GLP-1 receptor inverse agonists. HEK293 cAMP-luciferase reporter cells, luminescence, 24 h. Potency, µM (doses to about 38.3 µM), for inactives: at the top dose activity change, negative = inhibition, hits mostly inhibitors. 0.13% of 410,000 active;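 also: loss of luciferase light is scored as toxicity; % is scaled to controls: 0 for no effect and ±100 for the full control effect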
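Quantitative HTS format, 1536 wells, 200 cells/uL seeded. Compounds: 23 nL, 24 h, 37 °C. Detection: luciferase reagent, luminescence at 12 min RT; decreased signal taken as cytotoxic.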
GLP1R ag: GLP-1 receptor (human) agonism. HEK293 GLP-1R CRE-luciferase, luminescence, 4-6 h; cells express a hypersensitive GLP-1R form. 0.007% of 380,000 active. AID 624172. Potency, µM (series often up to 45.6 µM), without a hit: at the highest dose activation, actives largely listed as activators. P43220; also: % of control where 0% means no effect
HT1080NT lethal: kills 2HG-producing HT-1080-NT fibrosarcoma cells; HT-1080-NT fibrosarcoma viability, CellTiter-Glo ATP luminescence, 48 h; Potency, µM (highest dose often 46.1 µM), for inactives: at the highest dose activity, negative = less viability, most hits filed as cytotoxic; 1.6% of 360,000 active; AID 686970;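 also: NT is the 2HG producing partner of a matched IDH1 knockdown line; 0% = DMSO-treated cells and -100% = media-only wells without cells; nearly all actives have a fitted effect of over 55% in size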
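Compounds were tested in concentration-response format on HT-1080-NT cells for 48 hours at 37 degrees C. Cell viability came from CellTiter-Glo luminescence; curves were classified by r2, response magnitude and activity.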
The depositor's hits bear a star; ? = inconclusive; · = no result given; & = joins results of further samples; [ ] = dose if it differs, or a comment. Calls follow the shape of the dose curve; as a rule, active = well fitted curve in the direction sought with a large enough effect; inconclusive = small, poorly fitted or top-dose-only effect, or another doubt; inactive = no such curve, though single readings can be large; an effect the other way counts as inactive or inconclusive. Potency is read from the fitted curve at half-maximal effect.

SMILES	GLP-1R inv ag	SW480 rerep	KB-V1 cytotox	HT1080 IDH1KD tx	TDP43 rescue	KB-3-1 cytotox	HEK293 tox	GLP1R ag	HT1080NT lethal
Cc1ccc(-c2nc3n(n2)C(c2ccccc2C)C=C(c2ccc(Cl)cc2)N3)cc1 (centres undefined)	?	·	-25%	·	-1%	?	88%[activator]	-2%	·
CN(C)c1nc(NCc2ccccc2)nc(SCC(N)=O)n1	1%	-17%	0%	-11%	12%	28%	-2%	2%	0%
Cc1ccc(C2=NC(=O)/C(=C/c3cc(O)c(O)c(Br)c3)S2)cc1	7%	8.2µM*	?	-17%	-32%[inhibitor]	-15%	-15%	3%	-11%
C=CCNc1nc(-c2c(C)nc3ncccn23)cs1	39%[activator]	-6%	-1%	5%	7%	-9%	-1%	-1%	17%
CC(=O)OCCc1c(C)nc2nc[nH]n2c1=O	11%	-16%	25%	3%	5%	-3%	-11%	-11%	16%
Nc1nc2ccc(Cl)cc2cc1C(=O)NC1CC1	11%	·	-6%	-12%	-10%	27%	39%[activator]	-4%	-12%
CS(=O)(=O)Nc1cccc(NC(=O)c2cccc3c(-c4cccc(C(N)=O)c4)coc23)c1	?	·	3%	?	0%	?	?	-6%	?
Clc1ccc2c(c1)C(N1CCNCC1)Cc1ccccc1S2 (centres undefined)	8.9µM*	?	21µM*	18µM*	-11%	?	-10%	-16%	?
Cc1ccc(NCC(=O)N/N=C/c2ccc(-c3cccc(C(F)(F)F)c3)o2)cc1	?	?	-3%	-19%	11%	12%	-29%	0%	-12%
CC1(C(=O)O)CCCN1C(=O)c1cc2ccccc2s1 (centres undefined)	21%	·	1%	7%	22%	0%	6%	-3%	22%
O=C1CC(=O)Nc2cc(S(=O)(=O)Nc3cccc(C(F)(F)F)c3)ccc2N1	-20%	0%	-5%	7%	5%	24%	-4%	-4%	0%
COc1ccc(-c2nnc(NC(=O)C3CCCN3S(=O)(=O)c3cccs3)o2)cc1 (centres undefined)	-10%	3%	?	4%	23%	13%	-2%	-20%	7%
COc1ccc2nc(NC(=O)CSc3nnc(C)n3N)sc2c1	-25%	-13%	-11%	5%	10%	0%	4%	-3%	5%
CCCCC(=O)Nc1ccc2c(c1)C(=O)NC2=O	15%	-12%	-15%	-5%	-3%	-14%	6%	1%	3%
Cc1ccc(COc2coc(CN3CCN(C(=O)c4ccco4)CC3)cc2=O)cc1	17%	-13%	-12%	4%	25%	8%	2%	-3%	0%
O=C(N/N=C/c1ccc([N+](=O)[O-])s1)c1ccccc1	9%	-1%	-9%	-13%	-34%[inhibitor][0.397 µM]	?	-11%	5%	-10%
COc1ccc(C(=O)Nc2ccc(Oc3nc(C)nc4sc(-c5ccccc5)cc34)cc2)cc1OC	5%	0%	?	7%	0%	-16%	15%	13%	7%
Cc1ccc(S(=O)(=O)NC(C(=O)N2CCN(S(=O)(=O)c3cccc(F)c3)CC2)C(C)C)cc1 (centres undefined)	14%	0%	?	0%	-2%	5%	7%	-18%	-8%
COc1ccc(CN2CCC(=O)N([C@H](CO)Cc3ccccc3)CC2)cc1OC	21%	-12%	1%&-17%	9%	3%	6%&-7%	-13%	-2%	15%
Cc1c(OC(C)C(=O)N[C@H](C(=O)O)c2ccccc2)ccc2c3c(c(=O)oc12)CCCC3 (some centres undefined)	-8%	-2%	?	-2%	-9%	0%	2%	-3%	-7%
CC(C)Nc1nc(NC(C)C)nc(N(C)C#N)n1	0%	-10%	?	0%	14%	-5%	19%	19%	24%
CCOC(=O)CSc1nnc(-c2ccc(Cl)cc2Cl)o1	-1%	0%	25%	14%	?	-3%	-9%	2%	14%
COc1ccc(C(O)P(=O)(OCCC(C)C)c2ccc(N(C)C)cc2)cc1 (centres undefined)	-18%	-13%	-2%	-10%	12%	-16%	1%	5%	-6%
Cc1ccc(N(C(=O)CNC(=O)c2ccco2)C(C(=O)NC2CCCC2)c2cccnc2)cc1F (centres undefined)	17%	-1%	-12%	12%	1%	-1%	-12%	-1%	12%
CCOc1ccc2ncc(S(=O)(=O)c3ccc(C)cc3)c(N3CCC4(CC3)OCCO4)c2c1	?	?	4.1µM*	-5%	?	?	-18%	-3%	-9%
COc1cc(N)c2ncccc2c1SC	20%	·	-14%	5%	2%	1%	-6%	5%	4%
CCc1ccc(/C=C2\SC(=S)N(CCCC(=O)Nc3nccs3)C2=O)cc1	0%	?	?	-5%	-19%	-6%	0%	3%	1%
O=C1c2ccccc2NC(c2ccc3c(c2)OCO3)N1O (centres undefined)	-27%	?	?	-15%	-34%[inhibitor]	-2%	-1%	-4%	-9%
CC1(c2ccccn2)Nc2ccccc2-c2nc3ccccc3n21 (centres undefined)	0%	-7%	16µM*	3%	?	-14%	3%	1%	1%
CCc1n[nH]c(=S)n1/N=C/c1ccc(N(C)c2ccccc2)cc1	?	-3%	-10%	-6%	?	0%	8%	4%	-11%
Cc1onc(CO)c1C(=O)Nc1nccs1	9%	-1%	-9%	4%	-14%	?	-5%	5%	3%
Cc1nc(Nc2ccc(Cl)cc2)c2oc3ccccc3c2n1	-12%	-3%	-6%	-5%	9%	-2%	-6%	10%	-2%
COc1ccc(S(=O)(=O)N(C)C[C@H]2Oc3c(NC(=O)Cc4ccccc4)cccc3C(=O)N([C@H](C)CO)C[C@@H]2C)cc1	2%	-1%	-8%	1%	-6%	-28%	-8%	4%	-3%
O=C(CSc1nnc2ccc(-c3cccnc3)nn12)Nc1ccc(F)cc1	56%[activator]	0%	17%	-8%	-15%	?	-4%	4%	0%
O=C(NC1CCCC1)c1cccnc1N1CCCCCC1	2%	-1%	-30%	0%	-9%	1%	2%	1%	-3%
O=C(COC(=O)CCC(=O)c1ccc(Cl)cc1)NCCc1ccccc1	12%	1%	?	3%	27%	-7%	1%	4%	13%
O=C(CC(Nc1ccc(F)cc1)C(=O)O)c1ccccc1 (centres undefined)	0%	6%	12%	20%	-10%	8%	1%	0%	4%
COC(=O)c1nc2n(n1)C(c1cc(OC)ccc1OC)C(C(=O)OC1CCCCC1)=C(C)N2 (centres undefined)	0%	2%	0%	-15%	1%	-1%	-6%	0%	-4%
CN(C(=O)COc1ncnc2sccc12)c1ccccc1	11%	1%	-8%	6%	14%	13%	?	1%	0%
CCOc1ccccc1N(CC)C(=O)Cn1ncc2c1-c1ccccc1OC2	?	·	-21%	·	?	1%	3%	·	·

Of the compounds above, three contain a COOH group:
SMILES	GLP-1R inv ag	SW480 rerep	KB-V1 cytotox	HT1080 IDH1KD tx	TDP43 rescue	KB-3-1 cytotox	HEK293 tox	GLP1R ag	HT1080NT lethal
CC1(C(=O)O)CCCN1C(=O)c1cc2ccccc2s1 (centres undefined)	21%	·	1%	7%	22%	0%	6%	-3%	22%
Cc1c(OC(C)C(=O)N[C@H](C(=O)O)c2ccccc2)ccc2c3c(c(=O)oc12)CCCC3 (some centres undefined)	-8%	-2%	?	-2%	-9%	0%	2%	-3%	-7%
O=C(CC(Nc1ccc(F)cc1)C(=O)O)c1ccccc1 (centres undefined)	0%	6%	12%	20%	-10%	8%	1%	0%	4%

Next compounds.
SMILES	GLP-1R inv ag	SW480 rerep	KB-V1 cytotox	HT1080 IDH1KD tx	TDP43 rescue	KB-3-1 cytotox	HEK293 tox	GLP1R ag	HT1080NT lethal
O=C(Nc1ccc(C(=O)O)cc1)/C(=C\c1ccco1)NC(=O)c1ccco1	9%	-10%	23%	9%	-16%	?	16%	-1%	27%
O/N=C1\CCC\C1=C/c1ccco1	4%	-12%	28%	8%	3%	-5%	1%	15%	-1%
COC(=O)c1c(NC(=O)c2cccs2)sc2c1CCCC2	45%[activator]	18%	-2%	-7%	9%	0%	91%[activator]	-12%	-9%
CCCCN(CC)C(=O)c1ccc2c(c1)OCO2	2%	1%	-8%	8%	5%	12%	1%	-2%	7%
CCOc1ccc2nc(N3CCCC(C(=O)NCCc4ccc(Cl)cc4)C3)sc2c1 (centres undefined)	10%	·	1%	·	0%	1%	-6%	·	·
O=S(=O)(c1ccc(SCCOc2ccc(Br)cc2)nc1)N1CCCC1	7%	4%	0%	-28%	19%	0%	9%	1%	-7%
CCCc1nnc(NC(=O)Nc2ccccc2OC)s1	-13%	1%	18µM*	12%	15%	1%	-1%	11%	2%
CCn1c(SCC(=O)Nc2ccc(S(=O)(=O)Nc3ccccn3)cc2)nnc1-c1ccncc1	5%	-5%	?	5%	19%	19%	0%	1%	4%
Cc1ccc(NC(=O)CN2C(=O)NC(C)(C3CC3)C2=O)c([N+](=O)[O-])c1 (centres undefined)	34%	?	-9%	25%	-22%	19%	3%	-4%	-1%
COCCNC(=O)C1(C)CCCN(C(=O)COc2ccccc2)C1 (centres undefined)	3%	·	6%	5%	4%	0%	8%	-4%	?
OCCNc1ncnc2c1ncn2Cc1ccccc1	5%	-24%	21%	-13%	-2%	14%	-4%	-9%	0%
COc1ccc(CNC(=O)c2ccc(N3CCC4(CC3)CC(c3ccc(Cl)cc3)=NO4)c(NC(=O)Cc3ccc(F)cc3)c2)cc1	14%	0%	?	-3%	7%	?	4%	7%	3%
O=C(NN=Cc1cc(Cl)ccc1[N+](=O)[O-])c1cccc2ccccc12	2%	-1%	?	15%	0%	-22%	-8%	1%	7%
CNc1ccc(-c2ccccc2OC)cn1	20%	·	1%	10%	27%	0%	-3%	1%	?
CSc1ccc(-c2sc(Nc3cccc4ccccc34)n[n+]2-c2ccccc2)cc1	-29%	27%	7%	-14%	11%	0%	-9%	7%	-28%
CC(=O)c1cccc(NC(=O)C2Cc3c(-c4ccccc4Oc4ccccc4)ccnc3O2)c1 (centres undefined)	?	·	?	?	?	-27%	1%	-7%	?

GLP-1R inv ag, entries above that show a hit
| compound | GLP-1R inv ag | SW480 rerep | GLP1R ag |
| --- | --- | --- | --- |
| Clc1ccc2c(c1)C(N1CCNCC1)Cc1ccccc1S2 (centres undefined) | 8.9µM* | ? | -16% |
